HRas wt GTP: human HRas wildtype GTP binding, change in either direction; P01112; GST-Ras wt beads, Bodipy-FL-GTP binding, flow cytometry; actives lie on both sides; GTP binding activity, % at 10 µM; 0.14% of 190,000 active;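 active = GTP binding activity at least 20% away from the 100% baseline, either lowered as inhibitor or raised as activator; inconclusive = flagged as likely green fluorescent, judged across all proteins in the well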;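 also: 0% = unlabeled GTP competition control and 100% = no-compound control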
Target sequence (P01112 whole entry, looked up): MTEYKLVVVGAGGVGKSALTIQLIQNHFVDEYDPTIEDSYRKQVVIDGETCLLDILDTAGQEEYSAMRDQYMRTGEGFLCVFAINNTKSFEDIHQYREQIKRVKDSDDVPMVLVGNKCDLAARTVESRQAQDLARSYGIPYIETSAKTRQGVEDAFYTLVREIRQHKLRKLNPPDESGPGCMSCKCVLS
Rab7 wt GTP bind: alters GTP binding to wildtype dog Rab7 | GST-Rab7 beads, fluorescent GTP binding, flow cytometry; actives lie on both sides; untreated = 100%, excess cold GTP = 0% | GTP binding activity (percent of control), % at 10 µM | 0.055% of 190,000 active | AID 758;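 active = fluorescent GTP binding to Rab7 beads changed by at least 20 points from the 100% baseline, either direction, mostly lower; inconclusive = compound itself probably fluorescent, or too few beads counted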;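 also: median green fluorescence of bound Bodipy-FL-GTP per Rab7 bead population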
Rab2 wt GTP: changes GTP binding to wildtype dog Rab2A, up or down. 0.19% of 190,000 active. GST-Rab2 wt beads, Bodipy-GTP binding, flow cytometry. GTP binding activity, % at 10 µM. AID 760;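 active = GTP binding activity at least 20 points away from 100%, either lowered or raised; inconclusive = signal likely due to the compound's own green fluorescence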;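 also: 0% = beads with excess unlabeled GTP and 100% = no-compound control corrected for plate trend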
Bcl-2 Bim block: human Bim-Bcl-2 interaction inhibition; inhibition, % at 10 µM; 0.06% of 190,000 active; Bead-based flow cytometry, Bim peptide-Bcl-2 binding; P10415; in the data active = inhibition above about 40%; inconclusive = no clear call, values can overlap the other calls;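 also: 0% = no compound wells with probe peptide and 100% = reference peptide inhibitor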
Target sequence (P10415 whole entry, looked up): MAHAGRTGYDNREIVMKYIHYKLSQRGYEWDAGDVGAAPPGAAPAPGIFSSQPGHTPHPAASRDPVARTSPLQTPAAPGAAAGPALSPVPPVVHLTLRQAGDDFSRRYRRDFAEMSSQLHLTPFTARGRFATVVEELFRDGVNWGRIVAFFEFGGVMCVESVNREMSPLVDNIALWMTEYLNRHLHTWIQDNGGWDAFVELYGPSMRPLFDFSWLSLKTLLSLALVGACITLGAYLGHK
Rac1 wt GTP bind: modulators of human Rac1 wildtype GTP binding; P63000; GST-Rac1 beads, fluorescent GTP binding, flow cytometry; actives lie on both sides; 0 = cold GTP competed, 100 = untreated; GTP binding activity (% of control), % at 10 µM; 0.27% of 190,000 active;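 active = GTP binding activity at least 20 points away from the 100% control level, either lower or higher; inconclusive = compound flagged as likely green fluorescent, judged across all proteins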
Rac1 mut GTP: modulators of GTP binding to human Rac1 activated mutant | percent activity (GTP binding), % at 10 µM | 0.11% of 190,000 active | AID 764 | P63000 | GST-Rac1 activated beads, fluorescent GTP binding, flow cytometry; actives lie on both sides; 100% means binding = to untreated wells;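 active = GTP binding at least 20 percentage points away from the 100% baseline, in either direction, so actives lie on both sides; inconclusive = Compound likely fluorescent itself, or too few beads counted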
Bim-Bfl-1: inhibitors of Bim-Bfl-1 interaction, human; Q16548; Bead-based flow cytometry, Bim-Bfl-1 binding inhibition; inhibition, % at 10 µM; 0.12% of 190,000 active;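 also: 0% = wells without compound plus tracer and 100% = blocker peptide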
Bim-Bcl-B: human Bim-Bcl-B interaction inhibition. Q9HD36. 0.073% of 190,000 active. bead-based flow cytometry, Bim peptide-Bcl-B binding. inhibition, % at 10 µM;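 also: 0% = tracer peptide without compound and 100% = reference inhibitor peptide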
Cdc42 wt GTP: modulators (inhibitors or activators) of GTP binding to human Cdc42 wildtype; P60953; GST-Cdc42 beads, Bodipy-GTP binding, flow cytometry; actives lie on both sides; percent activity (GTP binding), % at 10 µM; 0.2% of 190,000 active; AID 761;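 active = percent activity GTP binding at least 20 points away from the 100% baseline, either down as inhibitor or up as activator; inconclusive = compound flagged as likely green fluorescent from well-wide comparison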;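 also: median bead fluorescence of bound Bodipy-FL-GTP at 100 nM; 0% = excess unlabeled GTP control and 100% = no compound control; below 100% means less GTP binding so inhibitor and above means activator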
Bcl-W Bim block: inhibitors of Bim-Bcl-W interaction, human. Q92843. bead-based flow cytometry, Bim peptide-Bcl-W binding. inhibition, % at 10 µM. 0.02% of 190,000 active. AID 952;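 also: 0% = bound tracer without compound and 100% = peptide blocker; higher means less fluorescent Bim peptide bound to Bcl-W beads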
Target sequence (Q92843 whole entry, looked up): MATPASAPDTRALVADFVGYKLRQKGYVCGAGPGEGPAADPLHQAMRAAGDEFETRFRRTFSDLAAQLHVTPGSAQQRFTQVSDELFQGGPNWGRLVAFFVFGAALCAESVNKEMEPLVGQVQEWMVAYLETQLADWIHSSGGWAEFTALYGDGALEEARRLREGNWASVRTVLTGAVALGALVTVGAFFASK
Bim-Bcl-XL: inhibitors of Bim-Bcl-XL interaction, human; Q07817; Bim peptide-Bcl-XL binding, bead flow cytometry, fluorescence; inhibition, % at 10 µM; 0.04% of 190,000 active; AID 1007
Target sequence (Q07817 whole entry, looked up): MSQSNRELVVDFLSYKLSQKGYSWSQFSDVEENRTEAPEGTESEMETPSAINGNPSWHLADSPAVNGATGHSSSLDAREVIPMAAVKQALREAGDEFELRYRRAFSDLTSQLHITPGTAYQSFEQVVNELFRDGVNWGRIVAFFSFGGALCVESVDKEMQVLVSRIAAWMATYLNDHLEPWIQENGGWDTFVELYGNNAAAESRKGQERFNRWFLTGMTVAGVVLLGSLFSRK
Starred values were filed as active, the others as inactive; ? = inconclusive; / = no result given. Rule as the data show it, unless noted: active = inhibition above about 40%.

Order of values: HRas wt GTP	Rab7 wt GTP bind	Rab2 wt GTP	Bcl-2 Bim block	Rac1 wt GTP bind	Rac1 mut GTP	Bim-Bfl-1	Bim-Bcl-B	Cdc42 wt GTP	Bcl-W Bim block	Bim-Bcl-XL
> COc1ccc(-c2nc(CCl)cs2)cc1
 : 93	95	93	0	94	92	-3	0	93	2	0
> CN(C)C=NC(=O)c1cc(C(=O)c2ccc(Cl)cc2)c[nH]1
 : 97	103	98	-2	98	95	-6	0	93	-3	0
> Cn1c(CN2CCN(C(=O)c3ccccc3)CC2)nc2cc([N+](=O)[O-])ccc21
 : 100	104	99	-6	105	99	-7	-2	103	-1	-3
> CCCCC(=O)Nc1ccc(NC(=O)c2cnccn2)cn1
 : 99	107	102	1	101	96	-2	0	98	0	-1
> Cc1ccc2[nH]c3c(=O)n(CCCN4CCN(C)CC4)cnc3c2c1
 : 101	100	99	-12	105	101	-20	-8	104	-1	-8
> Cc1nc(NC(=O)c2ccco2)sc1-c1csc(Nc2ccc(Cl)cc2)n1
 : 99	99	98	-11	101	99	-10	-12	99	1	-2
> CC1CCC(NCC(=O)Nc2cccc(S(N)(=O)=O)c2)CC1 (stereo not given)
 : 95	94	94	1	98	95	0	3	93	-2	-1
> CS(=O)(=O)NCCNC(=O)c1cc(OCC(F)(F)F)ccc1OCC(F)(F)F
 : 103	98	102	1	101	98	4	0	105	-1	-3
> CN(C)c1ccc(N=Nc2ccccc2C(=O)OCC(=O)N(C)C2CCCCC2)cc1
 : 99	98	97	7	107	99	7	0	101	-3	-2
> Cc1nc(SCC(=O)CC(=O)OC(C)C)c(C#N)c(C)c1C
 : 99	100	99	7	99	97	0	7	99	0	0
> S=C(NCCc1ccccn1)Nc1ccc(Cl)cc1
 : 99	99	101	-7	103	100	-8	-10	105	-6	-10
> CCOc1c(C(=O)CC)cc2c(C)cc(=O)oc2c1C
 : 100	102	100	1	102	98	1	0	102	-1	-1
> CCN(CC)CCN(C(=O)c1ccc([N+](=O)[O-])cc1)c1nc2c(OC)cccc2s1
 : 97	96	97	-4	97	96	-5	-1	97	-1	-3
> CCn1ncc(/C=N\NC(=O)c2csc3ccccc23)c1C
 : 102	102	102	-10	106	98	-8	-3	104	0	-9
> O=C(c1ccccc1F)N1CCN(c2cnn(-c3cccc(Cl)c3)c(=O)c2Cl)CC1
 : 99	98	97	0	100	99	-3	-4	97	-2	-2
> CCOC(=O)c1sc2nc(CC(=O)OC)nc(NCc3ccc(F)cc3)c2c1C
 : 96	94	93	-3	94	91	-1	0	93	2	1
> CC(C)c1nnc(NC(=O)Cc2ccccc2[N+](=O)[O-])s1
 : 98	97	98	-2	103	97	-1	-4	102	-3	-3
> O=S(=O)(Nc1ccc(Cc2ccncc2)cc1)c1cccs1
 : 104	98	104	-1	105	101	0	0	106	1	-1
> CN(/N=C/c1ccc([N+](=O)[O-])o1)c1ccccc1
 : 98	104	101	-5	97	94	-4	-6	99	-4	0
> Cc1cc(Cl)ccc1OCC(=O)N1CCCCC1
 : 96	94	94	-9	95	94	-10	-9	98	-1	-19
> CCOc1ccc(-c2nnc3sc(COc4ccccc4)nn23)cc1
 : 97	98	97	0	96	98	0	-2	96	-1	-2
> Cc1nnc(N2CCOCC2)c2ccccc12
 : 102	105	101	3	102	97	0	0	101	1	-3
> C/C(=N\NC(=S)NC1CCCCC1)c1cccs1
 : 91	95	92	-3	96	96	-4	0	93	-2	0
> COCC(C)n1c(C)cc(C(=O)CSc2ncccn2)c1C (stereo not given)
 : 93	94	94	-4	95	99	-1	-32	97	-8	-7
> CCOc1cc(/C=N\Nc2ccc([N+](=O)[O-])cc2)ccc1OCC(=O)Nc1ccc(C)c(C)c1
 : 108	109	104	1	102	97	2	-1	107	3	2
> CC(C)(C)OC(=O)N1CCC(C(=O)O)CC1
 : 97	98	97	-8	98	95	-15	-12	100	-2	-10
> Cc1ccc2nsnc2c1NC(=O)COc1ccccc1F
 : 97	95	95	-1	99	95	-4	-7	94	-2	-2
> Cc1ccc(CN2CCN(C/C(Cl)=C/c3ccccc3)CC2CCO)o1 (stereo not given)
 : 98	97	98	0	102	97	-1	-3	102	-1	-1
> O=C1CCCc2c1nc(-c1ccccc1)n2O
 : 95	102	97	-3	87	97	-1	-2	90	0	0
> CCOP(=O)(OCC)C(O)c1cc(OC)c(OC)c(OC)c1 (stereo not given)
 : 100	102	100	-11	101	100	-13	-9	100	-8	-9

As entered above.
Under Bcl-2 Bim block, CCN(CC)CCN(C(=O)c1ccc([N+](=O)[O-])cc1)c1nc2c(OC)cccc2s1 shows -4
Under Cdc42 wt GTP, CCOc1cc(/C=N\Nc2ccc([N+](=O)[O-])cc2)ccc1OCC(=O)Nc1ccc(C)c(C)c1 shows 107
Under Cdc42 wt GTP, COCC(C)n1c(C)cc(C(=O)CSc2ncccn2)c1C (stereo not given) shows 97
Under Bim-Bfl-1, CN(C)C=NC(=O)c1cc(C(=O)c2ccc(Cl)cc2)c[nH]1 shows -6
Under Bim-Bfl-1, CCOP(=O)(OCC)C(O)c1cc(OC)c(OC)c(OC)c1 (stereo not given) shows -13

Profiles from above. Screens in order: HRas wt GTP | Rab7 wt GTP bind | Rab2 wt GTP | Bcl-2 Bim block | Rac1 wt GTP bind | Rac1 mut GTP | Bim-Bfl-1 | Bim-Bcl-B | Cdc42 wt GTP | Bcl-W Bim block | Bim-Bcl-XL
`Cc1nc(SCC(=O)CC(=O)OC(C)C)c(C#N)c(C)c1C` across the screens: 99 | 100 | 99 | 7 | 99 | 97 | 0 | 7 | 99 | 0 | 0
`C/C(=N\NC(=S)NC1CCCCC1)c1cccs1` across the screens: 91 | 95 | 92 | -3 | 96 | 96 | -4 | 0 | 93 | -2 | 0

The listing continues.
Order of values: HRas wt GTP	Rab7 wt GTP bind	Rab2 wt GTP	Bcl-2 Bim block	Rac1 wt GTP bind	Rac1 mut GTP	Bim-Bfl-1	Bim-Bcl-B	Cdc42 wt GTP	Bcl-W Bim block	Bim-Bcl-XL
> C=CCN(CC=C)C(=O)Nc1ccc2nc(C)sc2c1
 : 102	99	102	0	103	102	-2	-4	101	-5	-5
> O=c1oc2ccccc2n1CCn1c2ccccc2c2nc3ccccc3nc21
 : 101	102	101	12	104	99	8	16	101	16	6
> O=C(Nc1ccc(Nc2ccccc2)cc1)c1ccco1
 : 99	95	98	14	106	98	-4	-3	103	0	-3
> CC(C)CCNC(=O)NC(=O)CSc1nnc(-c2ccccc2Br)o1
 : 99	97	97	-4	99	100	-5	0	99	-1	-4
> CCOC(=O)c1cc(C#N)c(SCC(=O)O)[nH]c1=O
 : 94	102	97	-1	98	91	-4	-3	92	-1	0
> COc1ccc(-c2nnc3ccc(SCC(N)=O)nn23)cc1OC
 : 99	95	98	-6	100	93	-10	-4	103	4	7
> CCC(CC)C1=NN2C(=N)/C(=C\c3cc(C)n(-c4cccc(C)c4)c3C)C(=O)N=C2S1
 : ?	?	?	-2	?	?	0	-4	?	-3	-5
> CCc1c(C)nc2c(C#N)c(C)[nH]n2c1=O
 : 96	95	93	2	91	94	0	5	92	2	0
> Cc1cc(/C=C2\SC(=S)N(Cc3ccco3)C2=O)c(C)n1-c1cccnc1
 : ?	?	?	?	?	?	/	/	?	/	/
> CCOC(=O)N1CCN(C(=O)c2ccc3c(=O)n(Cc4ccccc4)c(=S)[nH]c3c2)CC1
 : 99	100	98	0	94	91	0	-6	99	1	0
> CN(C)/C=N/c1c(C#N)cnn1-c1ccccc1
 : 101	100	101	-4	103	99	-7	-7	102	-2	-6
> Cc1cc2nc(-c3cccc(NC(=O)c4ccc(Br)o4)c3C)oc2cc1C
 : 95	97	93	-4	96	93	-8	-7	97	0	-2
> C#CCNC(=O)C(C)c1ncc(C(F)(F)F)cc1Cl (stereo not given)
 : 100	102	100	-2	100	97	-1	-3	100	-1	0
> NS(=O)(=O)c1ccc(O)c(N2C(=O)c3cccc4c(C(=O)O)ccc(c34)C2=O)c1
 : 95	96	94	-3	97	96	-5	-4	93	-4	-3
> CC1CCCCN1CCn1c(=S)[nH]c2cc3c(cc2c1=O)OCO3 (stereo not given)
 : ?	?	?	-2	?	?	3	-4	?	0	0
> CCCCC1CC(CSc2ncn[nH]2)OC1=O (stereo not given)
 : 103	103	102	-2	104	101	-1	1	103	1	0

Results in Cdc42 wt GTP and Bim-Bcl-B (4 entries from above):
structure	Cdc42 wt GTP	Bim-Bcl-B
CC(C)CCNC(=O)NC(=O)CSc1nnc(-c2ccccc2Br)o1	99	0
CCOC(=O)c1cc(C#N)c(SCC(=O)O)[nH]c1=O	92	-3
COc1ccc(-c2nnc3ccc(SCC(N)=O)nn23)cc1OC	103	-4
CCC(CC)C1=NN2C(=N)/C(=C\c3cc(C)n(-c4cccc(C)c4)c3C)C(=O)N=C2S1	?	-4
